N370S GC: qHTS Assay for Inhibitors and Activators of N370S glucocerebrosidase as a Potential Chaperone Treatment of Gaucher Disease. Potency, µM (highest dose often 59.4 µM), without a hit: at the top dose activity change, negative = inhibition, actives largely listed as inhibitors. 330,000 compounds, 0.092% hits. AID 2101, 2009. Lysosomal acid glucosylceramidase (Homo sapiens), P04062. N370S GC spleen homogenate, 4MU-glucoside fluorescence;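 also: 0% = full enzyme activity and -100% = no enzyme basal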
FEN1 inhibitor: qHTS Assay for the Inhibitors of Human Flap endonuclease 1 (FEN1). P39748. Recombinant FEN1 flap cleavage, fluorescence, 15 min. Potency, µM (top dose mostly 114 µM), without a hit: top-dose activity change, negative = inhibition, most hits filed as inhibitors. 390,000 compounds, 0.35% hits; also: nearly all actives have a fitted effect of over 65% in size
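FEN1 at 10 nM, compound pretreatment for 15 min (room temperature), 50 nM final substrate to initiate; endpoint reads at 0 and 15 min; DMSO-only plates used as vehicle background.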
KAT2A inh: qHTS Assay for Inhibitors of GCN5L2; GCN5L2 HAT assay, ThioGlo1 CoA-SH fluorescence; 390,000 compounds, 0.21% hits; Histone acetyltransferase KAT2A (Homo sapiens), Q92830; Potency, µM (top dose mostly 58.9 µM), for inactives: at the top dose activity change, negative = inhibition, usual class: inhibitors
Target sequence (Q92830 whole entry, looked up): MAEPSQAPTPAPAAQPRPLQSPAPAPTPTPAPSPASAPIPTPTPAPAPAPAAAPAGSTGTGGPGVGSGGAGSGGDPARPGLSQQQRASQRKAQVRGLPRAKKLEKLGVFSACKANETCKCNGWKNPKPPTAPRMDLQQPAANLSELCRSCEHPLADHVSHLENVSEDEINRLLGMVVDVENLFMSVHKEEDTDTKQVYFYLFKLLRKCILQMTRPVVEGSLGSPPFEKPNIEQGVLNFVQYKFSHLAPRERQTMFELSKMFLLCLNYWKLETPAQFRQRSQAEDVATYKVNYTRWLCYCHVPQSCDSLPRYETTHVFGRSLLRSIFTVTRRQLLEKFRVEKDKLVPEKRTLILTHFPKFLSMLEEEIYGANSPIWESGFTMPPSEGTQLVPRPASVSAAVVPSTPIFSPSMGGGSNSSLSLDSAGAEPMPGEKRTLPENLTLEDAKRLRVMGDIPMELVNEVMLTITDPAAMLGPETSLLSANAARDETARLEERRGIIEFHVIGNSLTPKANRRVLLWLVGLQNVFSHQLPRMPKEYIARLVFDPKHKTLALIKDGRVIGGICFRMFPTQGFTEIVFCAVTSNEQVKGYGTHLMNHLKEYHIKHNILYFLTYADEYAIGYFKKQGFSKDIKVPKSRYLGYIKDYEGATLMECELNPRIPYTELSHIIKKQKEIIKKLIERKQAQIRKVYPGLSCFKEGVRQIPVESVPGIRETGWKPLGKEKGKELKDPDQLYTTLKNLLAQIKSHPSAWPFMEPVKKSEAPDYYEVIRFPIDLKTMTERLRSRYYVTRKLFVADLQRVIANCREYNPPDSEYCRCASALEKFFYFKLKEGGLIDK
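Free CoA generated was detected with ThioGlo1 (50uM) fluorescence at Ex340nm/Em540nm, read immediately and after 20 min at room temperature. Enzyme, 20 nM in HEPES pH 7.5 buffer, saw compounds 15 min before adding 75uM H3(1-25) peptide and 70uM acetyl-CoA.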
Numbers without * were called inactive; ? = inconclusive; / = no result given; & = joins results of further samples. Calls follow the shape of the dose curve; as a rule, active = well fitted curve in the direction sought with a large enough effect; inconclusive = small, poorly fitted or top-dose-only effect, or another doubt; inactive = no such curve, though single readings can be large; an effect the other way counts as inactive or inconclusive. Unless noted, % is scaled to controls: 0 for no effect and ±100 for the full control effect; potency is read from the fitted curve at half-maximal effect.

SMILES | N370S GC | FEN1 inhibitor | KAT2A inh
CCC(=O)OC1(C#CCOc2ccc(OC)cc2)CCN(C)CC1 | 1% | -2% | -3%
O=S(=O)(c1ccc(F)cc1)N1CCN(c2ccc(-c3ccccc3)nn2)CC1 | -4% | 6% | -5%
CCOc1ccc(OCC(=O)Nc2ccc(S(N)(=O)=O)cc2)cc1 | -1% | -12% | -9%
Cc1cc(C)n(-c2ccc([N+](=O)[O-])cc2-c2nn[nH]n2)n1 | -5% | -1% | 0%
COc1ccc(CCN2C(=O)c3ccccc3NC2c2cc(Cl)c(O)c(OC)c2)cc1 (stereo not given) | ? | -23% | -14%
CCCCOC(=O)N/N=C/C=C/c1ccccc1 | 7% | 6% | -3%
Cc1ccc(NC(=O)CC(=O)NCCN2CCOCC2)cc1 | -1% | 9% | 2%
CSC1=NCCN1S(=O)(=O)c1ccc(NC(C)=O)cc1 | 13% | 23% | -5%
Cc1nc(SCC(=O)N2CCNC2=O)c2ccccc2n1 | / | -10% | -9%
Cc1ccc(S(=O)(=O)N(C)C)cc1NC(=S)N1CCCCC1CO (stereo not given) | -5% | -1% | -2%

Next part, starting with the last six of the part before.
SMILES | N370S GC | FEN1 inhibitor | KAT2A inh
COc1ccc(CCN2C(=O)c3ccccc3NC2c2cc(Cl)c(O)c(OC)c2)cc1 (stereo not given) | ? | -23% | -14%
CCCCOC(=O)N/N=C/C=C/c1ccccc1 | 7% | 6% | -3%
Cc1ccc(NC(=O)CC(=O)NCCN2CCOCC2)cc1 | -1% | 9% | 2%
CSC1=NCCN1S(=O)(=O)c1ccc(NC(C)=O)cc1 | 13% | 23% | -5%
Cc1nc(SCC(=O)N2CCNC2=O)c2ccccc2n1 | / | -10% | -9%
Cc1ccc(S(=O)(=O)N(C)C)cc1NC(=S)N1CCCCC1CO (stereo not given) | -5% | -1% | -2%
COc1ccc(CCNC(=S)NC2CCN(Cc3ccccc3)CC2)cc1 | -13% | 8% | 2%
FC(F)(F)c1ccncc1-c1nnnn1-c1ccc(Cl)cc1 | 9% | 4% | -14%
Clc1ccc(/C=N/Nc2nc(Cl)nc3ccccc23)cc1 | -4% | 0% | -5%
Cc1ccc([N+](=O)[O-])cc1S(=O)(=O)Nc1ccc(N2CCOCC2)cc1 | -3% | -3% | 21%
COc1ccc(N2CCN(C(=O)CN3CCN(C(c4ccccc4)c4ccccc4)CC3)CC2)cc1 | -7% | ? | -2%
CSCCC(NS(=O)(=O)c1ccc(Cl)cc1)C(=O)OCC(=O)c1c(C)[nH]c2ccccc12 (stereo not given) | 1% | -9% | -13%
O=[N+]([O-])c1cccc(S(=O)(=O)N2CN(c3ccc(Br)cc3)c3nc4ccccc4nc32)c1 | / | 0% | -4%
CCN1CCN(c2nc3ccccn3c(=O)c2C=O)CC1 | -6% | -23% | -20%
Cc1onc(-c2ccccc2)c1C(=O)N1CCOC12CCN(c1cccc(F)n1)CC2 | -10% | ? | -11%
CCN(CC(=O)Nc1ccccc1C(F)(F)F)C(=O)c1ccc(=O)n(Cc2ccccc2)n1 | -5% | -4% | 1%
C=CCn1c(CNC(=O)c2cccs2)nnc1SCC(=O)Nc1ccc(C(=O)O)cc1 | -3% | -7% | 0%
Cc1onc(-c2c(F)cccc2Cl)c1C(=O)Nc1sc2c(c1C(N)=O)CCC2 | 13% | -9% | -7%
O=C(NCCS(=O)(=O)N1CCN(c2ccccc2F)CC1)c1cccc(Br)c1 | 1% | 6% | -18%
Cc1ccccc1-c1nsc(SCC(=O)c2ccc(Cl)cc2)n1 | 3% | -7% | -6%
O=C(NC1CC(=O)N(c2cccc(F)c2)C1)c1ccc(Br)o1 (stereo not given) | / | -7% | -3%
Cc1cc(C)cc(NC(=O)CSc2nc3ccccc3nc2N2CCCCC2)c1 | 1% | 10% | 35µM*
CC(=O)Nc1ccc(S(=O)(=O)N(C)CC(=O)OCC(=O)NNC(=O)c2ccccc2F)cc1 | -1% | 10% | -8%
Cc1c(NC(=O)c2cc3c(s2)-c2ccccc2OC3)cccc1[N+](=O)[O-] | 8% | -8% | -6%
Cc1ccc(C2=NCCn3c2c2ccc([N+](=O)[O-])cc2[n+]3[O-])cc1 | -22% | -21% | -5%
Cc1cc(C)cc(C(=O)N[C@@H](C)C(=O)N2CCC3(CC2)NCCc2[nH]cnc23)c1 | -16% | -12% | 0%
COc1ccc(F)cc1S(=O)(=O)Nc1cc2c3c(c1)CCC(=O)N3CCC2 | 1% | 6% | 1%
CCn1cc(CCC(=O)NC(C)c2ccccc2)c2ccccc21 (stereo not given) | -2% | 8% | 0%
CCN(CC(=O)Nc1cccc(F)c1)Cc1nc2ccccc2c(=O)[nH]1 | -16% | 3% | 2%
COc1cc(Cl)c(C)cc1NC(=O)CC1CCCC1 | 21% | -5% | -21%
Cc1cccc(C)c1NC(=O)N1CCC(N2CCCCC2)CC1 | -18% | -4% | -9%
C/C=C(\C)C(=O)OC1CC(C)(C)C[C@H]2C3=CC[C@@H]4[C@@]5(C)CCC(O[C@@H]6O[C@@H](C(=O)O)[C@@H](O)C(O[C@@H]7OC[C@H](O)[C@@H](O)[C@@H]7O[C@@H]7OC(CO)C(O)[C@@H](O)[C@@H]7O)C6O[C@@H]6OC(CO)C(O)C(O)C6O)[C@@](C)(CO)[C@@H]5CC[C@]4(C)[C@]3(C)CC(O)[C@@]12CO (stereo not given in full) | / | -13% | -6%
CC(=O)C1=C(O)C(=O)N(Cc2ccccc2)C1c1cccs1 (stereo not given) | 5% | ? | -4%
CC1CCN(S(=O)(=O)c2ccc(C(=O)Nc3nnc(C4CC4)o3)cc2)CC1 | 3% | -4% | -9%
O=c1c2[nH]c3ccccc3c2ncn1C1CCCCC1 | ? | -8% | -11%
Cc1cc(-n2c(C)cc(C(=O)CN3C(=O)C(=O)N(C)C3=O)c2C)no1 | / | 21% | -1%

2 entries from above, set out differently.
> Cc1cccc(C)c1NC(=O)N1CCC(N2CCCCC2)CC1
- N370S GC: -18%
- FEN1 inhibitor: -4%
- KAT2A inh: -9%

> C/C=C(\C)C(=O)OC1CC(C)(C)C[C@H]2C3=CC[C@@H]4[C@@]5(C)CCC(O[C@@H]6O[C@@H](C(=O)O)[C@@H](O)C(O[C@@H]7OC[C@H](O)[C@@H](O)[C@@H]7O[C@@H]7OC(CO)C(O)[C@@H](O)[C@@H]7O)C6O[C@@H]6OC(CO)C(O)C(O)C6O)[C@@](C)(CO)[C@@H]5CC[C@]4(C)[C@]3(C)CC(O)[C@@]12CO (stereo not given in full)
- N370S GC: /
- FEN1 inhibitor: -13%
- KAT2A inh: -6%

More compounds
SMILES | N370S GC | FEN1 inhibitor | KAT2A inh
O=C(O)c1cn(-c2ccccc2)nc1C(=O)O | 0% | 1% | -4%
CC(C)NC(=O)NC(=O)COC(=O)c1ccc(S(=O)(=O)Nc2ccccc2)cc1 | -5% | -5% | 0%
Cc1ccc(C(=O)N2CCSC2=S)cc1 | -5% | 3% | -1%
CC(=O)c1ccc(NC(=O)COc2ccccc2-c2nc(-c3ccccc3)no2)cc1 | / | -15% | -1%
O=C(c1ccccc1F)N1CCN(S(=O)(=O)c2ccc(Br)cc2)CC1 | 1% | 4% | -1%
Cc1cc(C)nc(NC(=O)CSc2nc3ccccc3s2)n1 | ? | -8% | -10%
CCOC(=O)C1=C(c2ccccc2)N=C2SCC(=O)N2C1c1ccc(OC)c(OC)c1 (stereo not given) | -5% | -1% | -1%
O=C1[C@@H]2[C@H](C(=O)N1O)[C@H]1C=C[C@@H]2C1 | -13% | 1% | -2%
Cc1ccc(OC(=O)CCC(=O)OCCCC(F)(F)C(F)(F)F)cc1 | -1% | -18% | -7%
N#CCCC1CCCC=C1N(Cc1ccccc1)C(=O)C(Cl)Cl (stereo not given) | -3% | -4% | 0%
O=C1NC2(CCCCC2)NN1c1ccccc1 | -10% | -1% | /
O=C(NNS(=O)(=O)c1ccc([N+](=O)[O-])cc1)c1ccc2ccccc2c1O | 3% | -18% | -7%
Cc1ccc2nc(Nc3ccc(F)cc3)c3nncn3c2c1 | 9% | 15% | ?
Cc1ccc(-c2nsc(NC(=O)c3oc4cc(C)c(Cl)cc4c3C)n2)cc1 | / | -6% | -7%
COc1ccc(NC(=O)Cn2c(=O)oc3cc(Cl)ccc32)c(OC)c1 | -8% | 5%&3% | 1%&-3%
O=C(Nc1noc2ccccc12)c1cccc(Cl)c1Cl | / | 3% | 3%
COc1ccc(C(=O)NNC(=O)CSc2nc3c(c(=O)n(C)c(=O)n3C)n2C)cc1 | -3% | -12% | 1%
CCOc1ccc(OCC)c(NC(=O)CSc2nc3c(c(=O)n(C)c(=O)n3C)n2CC)c1 | 29% | -16% | -5%
Oc1cc2c(cc1O)[C@@H](c1ccccc1)CNCC2 | 13% | 3% | 1%
O=C(NNC(=S)Nc1ccc(Cl)c(Cl)c1)c1ccccn1 | 10% | -19% | 0%
CCN(CC)C(=O)c1ccc2c(c1)N(Cc1c(F)cccc1Cl)C(=O)c1ccccc1S2 | / | 4% | -6%
O=C(N/N=C/c1cccs1)c1c[nH]c2ccccc12 | 24% | ? | -7%
COc1ccc(N2CCN(c3nc4c(c(=O)[nH]c(=O)n4C)n3Cc3cccc(C)c3)CC2)cc1 | 1% | -13% | -6%
O=C(NS(=O)(=O)Oc1cccc(Cl)c1Cl)OC[C@@H]1CCCN2CCCCC12 (stereo not given in full) | 2% | -4% | 0%
COCCOc1ccc(C(F)(F)F)cc1NC(=O)COC(=O)C12CC3CC(CC(O)(C3)C1)C2 | 3% | 6% | -1%
COc1ccc(OC)c(NC(=O)CSc2nc3ccccc3cc2Cc2ccccc2)c1 | 11% | -4% | 0%
Cc1ccc(S(=O)(=O)N2CCCCCC2)cc1[N+](=O)[O-] | 5% | 3% | -1%
COc1ccc(CCNC(=O)CCS(=O)(=O)c2cccc3nsnc23)cc1OC | -3% | -5% | 2%
c1ccc(CNc2nc3ccccc3c3nc(-c4ccccc4)nn23)cc1 | / | 11% | -5%
Nc1ccn([C@@H]2O[C@H](CO)[C@@H](O)C2O)c(=O)n1 (stereo not given in full) | 14%&6% | -2% | -9%&4%&-2%
c1ccc2c(c1)CN1CCCC1=N2 | 0%&-12%&-3% | 12% | 10%&-14%&-5%
Cc1ccc2c(c1)N(CCC(=O)NCC1CCCO1)C(=O)CO2 (stereo not given) | 7% | -5% | -7%
CCc1ccc(NC(=O)CSCCN2C(=O)c3ccccc3C2=O)cc1 | 20% | -14% | -5%
Cc1ccc(Cn2cc(S(=O)(=O)c3cccc(C)c3)c(=O)c3cc(F)c(N4CCOCC4)cc32)cc1 | / | 12% | -5%
O=C(Nc1ccc(N2CCCC2)c(Cl)c1)c1ccc([N+](=O)[O-])cc1 | 9% | -14% | -4%
Cc1ccnc(NS(=O)(=O)c2ccc(NC(=O)CC(C)c3ccccc3)cc2)n1 (stereo not given) | 3% | 14% | -4%
COCCN(C(=O)c1sc2ccccc2c1Cl)c1c(N)n(CC(C)C)c(=O)[nH]c1=O | / | 14% | -3%

Full records, looked up by structure.
Shown for Cc1ccnc(NS(=O)(=O)c2ccc(NC(=O)CC(C)c3ccccc3)cc2)n1 (stereo not given) → N370S GC = 3%; FEN1 inhibitor = 14%; KAT2A inh = -4%
Shown for CCc1ccc(NC(=O)CSCCN2C(=O)c3ccccc3C2=O)cc1 → N370S GC = 20%; FEN1 inhibitor = -14%; KAT2A inh = -5%

Screening data (PubChem)

Only part of the results is shown; rates above refer to the full screens.
